Bioassay records from PubChem BioAssay.
TGFb inhibitor = inhibitors of TGF-b signaling | HepG2 CAGA-GFP TGF-b/SMAD3 reporter, GFP fluorescence, 18 h; TGF-beta stimulated, 500 pg/mL final | Potency, µM (titrated, usually from 46.1 µM), inactives show at the highest dose activity, negative = inhibition, usual class: inhibitors | 410,000 tested, 1.2% active | AID 588855; further: potency means the concentration at half of the fitted maximal effect; on the % scale 0 is the no-effect control and ±100 the full control effect; nearly all actives have a fitted effect of over 65% in size
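HEPG2 CAGA-GFP reporter cells (1000/well, DMEM with 1% FBS) received compounds, then recombinant TGF-beta at 500 pg/mL final for 18 hours at 37 degrees C. Per-cell GFP summed per well was normalised to unstimulated and stimulated DMSO controls before curve fitting.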
pAkt inh = blocks phosphorylation of Akt; Neuro2A IGF-stimulated pAkt S473 HTRF, 20 min; stronger effect = lower value; activity change, % for hits at 50 µM; AID 651550; 360,000 tested, 0.32% active; in the data active means activity change below about -80%; inconclusive means mostly about -51% to -80%; further: on the % scale 0 is the no-effect control and ±100 the full control effect
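Neuro2A cells in DMEM with 0.5% FBS, overnight at 37 deg C, given compound at single 50 µM final, then IGF (6 nM final) for 20 min at 37 deg C. Lysed; phospho-Akt Ser473 by HTRF after 24 h, 665/615 ratio.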
Nrf2 block = inhibitors of Nrf2 signaling | A549 ARE-Fluc reporter, luciferase luminescence, 18-24 h | AID 504444 | 360,000 tested, 2.1% active | Potency, µM (titrated, usually from 46 µM), for the others: at the highest dose activity change, negative = inhibition, usual class: inhibitors; further: potency means the concentration at half of the fitted maximal effect; on the % scale 0 is the no-effect control and ±100 the full control effect; nearly all actives have a fitted effect of over 60% in size
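Reporter: ARE-Fluc in A549. Exposure: 18-24 h, 37 °C, 5% CO2, 5% FBS OPTI-MEM. Readouts: fluorescent cytotoxicity (CellTiter-Fluor), then luminescent Nrf2 signal after BugLite.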
Abeta yeast res = A-beta toxicity reversal in yeast. yeast expressing A-beta42, growth rescue, OD600, 48 h; response scale: 0% DMSO, 100% iron-clioquinol control. Potency, µM (top dose mostly 46.1 µM), inactives show at the top dose growth rescue, actives largely listed as activators. 410,000 tested, 0.063% active; further: potency means the concentration at half of the fitted maximal effect; nearly all actives have a fitted effect of over 55% in size
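Growth rescue measured by 600 nm absorbance after 48 h yeast culture at 30 C with compound. Values normalized between DMSO and an equimolar ferric chloride plus clioquinol control.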
CCT chaperon mod = cytosolic chaperonin activity modulation. 360,000 tested, 0.3% active. purified chaperonin ATPase assay, HTRF ADP detection, 30 min. activity change, % (no concentration beside the values), hits read low; in the data active means activity change below about -30%; further: on the % scale 0 is the no-effect control and ±100 the full control effect
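TRiC (40 or 20 nM final, by batch activity) in 30 mM Tris pH 7.4, 100 mM KCl, 5 mM MgCl2, 1 mM DTT was treated with compound at 76 uM single dose, then 10 uM ATP, 30 min at 37 °C. ADP was read by HTRF Transcreener.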
HepG2 viability = HepG2 cytotoxicity, counter-screen for TGF-b inhibitors. HepG2 CAGA-GFP viability, ATP luminescence, 18 h. Potency, µM (top dose mostly 46.1 µM), inactives show top-dose activity change, negative = cytotoxicity, usual class: cytotoxic. AID 588856. 410,000 tested, 0.76% active; further: potency means the concentration at half of the fitted maximal effect; some results filed as inactive show a strong effect at the top dose
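HepG2 CAGA-GFP cells (1000/well, DMEM with 1% FBS) received compound, then TGF-beta at 500 pg/mL final, and were incubated 18 hours at 37 degrees C. Viability was read by CellTiter-Glo luminescence. Media-only wells were set as complete cell-killing and DMSO as no toxicity.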
MmCpn inh = M. maripaludis TRiC chaperonin inhibition. purified Mm-Cpn ATPase, ADP Transcreener TR-FRET. Potency, µM (top dose mostly 76.9 µM), inactives show top-dose activity, negative = inhibition, hits mostly inhibitors. 330,000 tested, 0.031% active; further: potency means the concentration at half of the fitted maximal effect; on the % scale 0 is the no-effect control and ±100 the full control effect; nearly all actives have a fitted effect of over 80% in size
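Eu-cryptate anti-ADP/ADP-d2 competition gives a ratio inversely related to ADP. Enzyme at 25 nM was pre-exposed to compound for 10 min, then given 10 uM ATP for 30 min, 37°C throughout.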
A549 viability = counter-screen for Nrf2 inhibitors: cytotoxicity in A549 cells | A549 ARE-Fluc cells, CellTiter-Fluor viability, 18-24 h | 390,000 tested, 0.16% active | Potency, µM (highest dose often 46 µM), without a hit: at the highest dose activity change, negative = cytotoxicity, hits mostly inhibitors; further: potency means the concentration at half of the fitted maximal effect; on the % scale 0 is the no-effect control and ±100 the full control effect
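A549 ARE_Fluc cells in 5% FBS OPTI-MEM were exposed to compounds in concentration-response for 18-24 h at 37 deg C. Viability was read by CellTiter-Fluor fluorescence (Ex 405/Em 525) after 30 min, before the luciferase read.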
Nrf2 activator = Nrf2 pathway activation; AREc32 ARE-luciferase reporter (MCF7-derived line), luminescence, 24 h; Potency, µM (top dose mostly 46.1 µM), for the others: at the top dose activation, hits mostly activators; 410,000 tested, 0.31% active; further: potency means the concentration at half of the fitted maximal effect; % of control where 0% means no effect; nearly all actives have a fitted effect of over 65% in size
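Each well held 1000 AREc32 cells, which were incubated with compound for 24 hr at 37 deg C after overnight attachment, and ARE reporter activity was quantified by firefly luciferase luminescence.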
The depositor's hits bear a star; i = inactive; ? = inconclusive; nt = not tested or not shown; [ ] = another dose, or the depositor's remark. Unless noted, the call rests on the fitted dose curve; in most records, active means well fitted curve in the direction sought with a large enough effect; inconclusive means small, poorly fitted or top-dose-only effect, or another doubt; inactive means no such curve, though single readings can be large; an effect the other way counts as inactive or inconclusive.

A first look:
Order of values – TGFb inhibitor, pAkt inh, Nrf2 block, Abeta yeast res, CCT chaperon mod, HepG2 viability, MmCpn inh, A549 viability, Nrf2 activator
> COc1ccc(-c2nn(-c3ccccc3)cc2C(=O)Nc2nccs2)cc1
    ?, i, ?, ?, -5.9, 1%, -12%, -10%, 0.8%
> CCn1cc(C(=O)Nc2ccc(OC)c(S(=O)(=O)N3CCCCC3)c2)c(=O)c2ccc(C)nc21
    14%, i, 3%, 4%, -1.2, 30%, -2%, 11%, 0.5%

The list itself, from the start:
Order of values – TGFb inhibitor, pAkt inh, Nrf2 block, Abeta yeast res, CCT chaperon mod, HepG2 viability, MmCpn inh, A549 viability, Nrf2 activator
> COc1ccc(-c2nn(-c3ccccc3)cc2C(=O)Nc2nccs2)cc1
    ?, i, ?, ?, -5.9, 1%, -12%, -10%, 0.8%
> CCn1cc(C(=O)Nc2ccc(OC)c(S(=O)(=O)N3CCCCC3)c2)c(=O)c2ccc(C)nc21
    14%, i, 3%, 4%, -1.2, 30%, -2%, 11%, 0.5%
> CC(=O)c1ccc(NS(=O)(=O)c2ccc(Br)s2)cc1
    -3%, nt, -7%, -3%, nt, -27%, nt, -1%, 4.0%
> O=C(COC(=O)c1cc([N+](=O)[O-])ccc1N1CCOCC1)NC1CCCCC1
    19%, i, 6%, -3%, 1.1, -7%, 1%, -21%, -0.5%
> CC(CCN1CCC(CN2C(=S)NCC2Cc2ccccc2)CC1)c1ccccc1 (stereo not drawn)
    2%, i, 7%, -4%, 0.4, -7%, nt, 2%, 0.3%
> CCCCCCN1C[C@@H](n2cc(COC(=O)c3ccccc3)nn2)[C@H](O)C[C@@H]1c1ccccc1
    ?, i, nt, -4%, -0.1, -61%, nt, nt, -1.2%
> Cc1nn(-c2ccccc2)c(C)c1CNC(=O)c1ccc(S(=O)(=O)NCc2ccco2)cc1
    29%, i, 12%, -20%, -5.8, 6%, 1%, -1%, -0.5%
> Cc1c(Cl)cnn1CC(=O)NC1C(=O)N2C(C(=O)O)=C(CSc3nnnn3C)CSC12 (stereo not drawn)
    9%, i, 7%, 6%, -3.0, 3%, -3%, 1%, 3.1%
> O=C(NCC1CCCO1)c1ccccc1NS(=O)(=O)c1cccc([N+](=O)[O-])c1 (stereo not drawn)
    -10%, i, -9%, -2%, -1.1, 0%, 0%, 5%, 0.7%
> CCOC(=O)c1c(C)[nH]c(C)c1C(=O)COC(=O)c1ccc(O)cc1
    23%, i, 2%, 3%, -0.7, -1%, -3%, 8%, -0.4%
> COc1cccc(C2=NOC(C(=O)NC(C)(C)C)C2)c1 (stereo not drawn)
    -1%, nt, nt, 6%, -2.4, 2%, -3%, 9%, 0.2%
> Cc1cccc(C(=O)OC(C)CN2CCCC2)c1 (stereo not drawn)
    2%, i, 19%, 28%, 0.0, 7%, 0%, 0%, -0.2%
> N#Cc1ccccc1CCN1C(=O)c2ccccc2C1=O
    10%, i, 10%, 0%, 1.2, -1%, 1%, 0%, 0.1%[9.22 µM]
> CNc1cnn(-c2ccccc2)c(=O)c1Cl
    0%, i, 24%, -8%, 0.5, 43%, 1%, -1%, 2.3%
> COc1ccc(C(=O)C(C)OC(=O)COc2ccccc2)cc1 (stereo not drawn)
    0%, i, 5%, 0%, 1.2, -1%, 0%, -2%, -0.5%
> CCOC(=O)N1CCN(C(=O)C2CC(c3cc(OC)ccc3OC)=NO2)CC1 (stereo not drawn)
    11%, i, -20%, 7%, 0.0, -7%, -2%, -3%, -0.3%
> Cc1nc(Nc2ccccc2)[nH]c(=O)c1CCC(C)C
    1%, nt, ?, 12%, 1.3, -7%, 1%, -7%, 0.0%
> Cc1cccc(Cn2nnc(C(=O)Nc3cc(C)ccc3C)c2N)c1
    -14%, nt, ?, -11%, nt, -18%, nt, -2%, 4.2%
> COc1ccc(NC(=O)CCS(=O)(=O)c2nc(-c3cccs3)cc(C(F)(F)F)n2)cc1
    10µM*, nt, -5%[9.27 µM], -12%, nt, -89%, nt, 0%, -5.3%
> O=C(CC(NS(=O)(=O)c1ccc(Cl)cc1)c1ccco1)N1CCc2ccccc21 (stereo not drawn)
    -3%, nt, ?, 1%, -2.7, -4%, 2%, -8%, 0.6%
> CCCCN1CC(N2CCN(CCN(C)C)CC2)CS1(=O)=O (stereo not drawn)
    -3%, i, nt, -21%, 1.1, -3%, nt, nt, 0.1%
> CCOc1ccccc1C(=O)NC(CO)C(=O)O (stereo not drawn)
    0%, i, 10%, 9%, -1.6, -3%, 3%, -3%, -0.1%
> CC(=O)Nc1ccc(NC(=O)C(C)OC(=O)/C=C/c2cn(-c3ccccc3)nc2-c2cccnc2)cc1 (stereo not drawn)
    -5%, i, ?, 10%, -1.8, -7%, 3%, -25%, 0.1%
> CCCC(=O)NC(c1cccs1)c1cc(Cl)c2cccnc2c1O (stereo not drawn)
    ?, i, 5.2µM*, ?, -2.5, -31%, 2%, -17%, -1.9%
> O=C(NC1CCS(=O)(=O)C1)c1ccc(S(=O)(=O)NCC2CCCO2)cc1 (stereo not drawn)
    7%, i, nt, 20%, 1.9, 3%, 0%, -6%, -0.7%
> c1ccc(C(c2cccs2)c2c[nH]c3ccccc23)cc1 (stereo not drawn)
    ?, nt, ?, -1%, nt, -103%, nt, 4%, 0.2%
> Cc1ccc2c(CN3CCN(S(=O)(=O)/C=C/c4ccccc4)CC3)cc(=O)oc2c1
    12%, i, -22%, -14%, 2.5, 1%, -3%, 1%, 2.4%
> CS(=O)(=O)Nc1cccc(C2=NN(C(=O)c3ccccc3Cl)C(c3ccccc3O)C2)c1 (stereo not drawn)
    ?, i, -10%, 19%, 1.6, -3%, 0%, 1%, 0.0%[9.22 µM]
> CC1CC1C(=O)Nc1nc(-c2cccs2)c(-c2cccs2)s1 (stereo not drawn)
    0%, i, 0%, 17%, -1.1, 2%, -2%, -2%, 3.8%
> Cc1ccc(NC(=O)Cn2c(=O)n(-c3ccc(CC(=O)NCC4CCCO4)cc3)c(=O)c3ccccc32)cc1 (stereo not drawn)
    ?, nt, 4%, -2%, nt, -7%, nt, -3%, 0.5%

One compound at a time, as listed above.
Record of `c1ccc(C(c2cccs2)c2c[nH]c3ccccc23)cc1` (stereo not drawn) = TGFb inhibitor: ?; pAkt inh: nt; Nrf2 block: ?; Abeta yeast res: -1%; CCT chaperon mod: nt; HepG2 viability: -103%; MmCpn inh: nt; A549 viability: 4%; Nrf2 activator: 0.2%
Record of `Cc1c(Cl)cnn1CC(=O)NC1C(=O)N2C(C(=O)O)=C(CSc3nnnn3C)CSC12` (stereo not drawn) = TGFb inhibitor: 9%; pAkt inh: i; Nrf2 block: 7%; Abeta yeast res: 6%; CCT chaperon mod: -3.0; HepG2 viability: 3%; MmCpn inh: -3%; A549 viability: 1%; Nrf2 activator: 3.1%

Next section.
| SMILES | TGFb inhibitor | pAkt inh | Nrf2 block | Abeta yeast res | CCT chaperon mod | HepG2 viability | MmCpn inh | A549 viability | Nrf2 activator |
| --- | --- | --- | --- | --- | --- | --- | --- | --- | --- |
| COc1ccc(CNC(=S)Nc2ccc(F)c(Cl)c2)cc1OC | ? | i | ? | -22% | -4.0 | -48% | 1% | -7% | 3.0% |
| COc1ccc(Cc2n[nH]c(=S)n2NC(=O)Nc2ccc(Cl)c(Cl)c2)cc1 | ? | i | -22% | -13% | -0.6 | -51% | 0% | 0% | -1.1% |
| CC(C)CC1(C)N=C(c2ccccc2)C(=S)N1 (stereo not drawn) | -8% | i | ? | -5% | -0.4 | -27% | -6% | -3% | 0.0% |
| COc1cccc(-n2c(=O)n(Cc3ccccc3)c(=O)c3[nH]cnc32)c1 | -20% | i | 4% | -5% | -1.0 | 25% | 2% | 28% | 0.3% |
| CCC(Sc1nc2nccnc2c(=O)n1Cc1ccc(OC)cc1)C(=O)NC1CCCCC1 (stereo not drawn) | -27% | nt | 18% | -13% | nt | -19% | nt | 7% | 6.6% |
| CCOC(=O)c1c(NC(=S)N2CCN(C)CC2)sc(C)c1-c1ccccc1 | ? | i | 11% | -50%[inhibitor] | -3.1 | -21% | -4% | 9% | 3.8% |
| CC1(C(=O)NS(=O)(=O)c2ccc(Cl)cc2)CCN1C(=O)c1ccccc1 (stereo not drawn) | 40%[activator] | i | nt | 25% | 1.1 | 3% | nt | nt | -0.1%[9.22 µM] |
| c1ccc(CN=C2Nc3ccccc3CS2)nc1 | 2% | i | ? | 4% | -2.3 | -4% | 3% | 2% | -0.4% |
| NS(=O)(=O)c1ccc(NC(=O)CSc2nnc(C3CC3)n2C2CC2)cc1 | 0% | i | 10% | 0% | -0.5 | 10% | -1% | -2% | 0.0% |
| CC(C)NC(=O)NC(=O)CN1C(=O)NC(Cc2c[nH]c3ccccc23)C1=O (stereo not drawn) | 0% | i | 2% | -4% | 0.6 | 16% | 1% | -2% | -0.2% |
| CCCCn1cc(C(=O)c2cc(Br)ccc2O)cc(C#N)c1=O | ? | i | nt | 1%[9.22 µM] | -1.3 | -21% | -1% | -12% | 0.7% |
| CCc1nc2ccc(C(=O)NCc3cccc(Br)c3)cc2nc1CC | -24% | nt | nt | 3% | nt | -10% | nt | -2% | 9.0% |
| O=C(c1cn(-c2ccccc2)nc1-c1cccc([N+](=O)[O-])c1)N1CCCCC1 | 0% | i | -23% | -4% | -0.9 | 14% | 1% | -4% | 6.7% |
